# Vif-APOBEC3G blk – inhibitors of Vif-APOBEC3G interaction. Q9HC16. HeLa A3G-eYFP + Vif (tagged APOBEC3G with the HIV-1 protein that degrades it), YFP fluorescence, overnight. Potency, µM (titrated, usually from 46.1 µM), inactives show at the top dose activity, negative = active, hits mostly inhibitors. actives 0.076% (n = 410,000). AID 602310;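 also: potency is read from the fitted curve at half-maximal effect; % is scaled to controls: 0 for no effect and ±100 for the full control effect; nearly all actives have a fitted effect of over 60% in size; hits raise eYFP signal because A3G escapes Vif-driven loss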
# Target sequence (Q9HC16 whole entry, looked up): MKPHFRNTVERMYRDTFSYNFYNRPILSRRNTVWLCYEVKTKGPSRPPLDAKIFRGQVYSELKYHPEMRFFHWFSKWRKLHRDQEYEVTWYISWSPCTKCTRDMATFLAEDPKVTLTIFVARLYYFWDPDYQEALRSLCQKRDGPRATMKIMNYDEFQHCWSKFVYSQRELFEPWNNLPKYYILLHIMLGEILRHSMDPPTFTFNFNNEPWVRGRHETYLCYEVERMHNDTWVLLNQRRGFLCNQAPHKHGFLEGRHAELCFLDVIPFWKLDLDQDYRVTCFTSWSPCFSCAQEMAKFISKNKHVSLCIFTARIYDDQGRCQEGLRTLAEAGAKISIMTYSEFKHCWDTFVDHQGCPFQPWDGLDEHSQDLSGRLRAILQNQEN
#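 Read-out is eYFP fluorescence (Ex 488/Em 500-530) from Vif-expressing HeLa A3G-eYFP cells; more signal means A3G escaped Vif-mediated degradation. Cells plated overnight, compound pinned in, incubated overnight at 37 deg C.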
# D1 agonist – human D1 receptor agonism; HEK293 T-REx D1 cells, calcium flux, agonist mode; activation, % at 2 µM; actives 1% (n = 360,000); AID 504660; in the data active = activation above about 30%; also: 0% is about no effect
# Target sequence (P21728 whole entry, looked up): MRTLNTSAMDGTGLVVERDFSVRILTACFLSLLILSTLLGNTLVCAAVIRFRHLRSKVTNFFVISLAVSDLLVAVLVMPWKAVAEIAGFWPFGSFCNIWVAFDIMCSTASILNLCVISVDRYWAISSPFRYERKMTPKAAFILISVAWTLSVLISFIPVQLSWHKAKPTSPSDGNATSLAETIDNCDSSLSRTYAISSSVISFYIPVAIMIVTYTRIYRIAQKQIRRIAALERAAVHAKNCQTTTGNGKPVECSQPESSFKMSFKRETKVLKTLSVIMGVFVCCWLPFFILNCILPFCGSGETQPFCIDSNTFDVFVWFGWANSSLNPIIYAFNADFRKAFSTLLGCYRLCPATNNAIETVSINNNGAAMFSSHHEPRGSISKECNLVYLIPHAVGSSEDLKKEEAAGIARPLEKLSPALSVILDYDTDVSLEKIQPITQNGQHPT
#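 Inducible HEK293 T-REx D1 cells, force-coupled to calcium signalling, were plated at 4000 cells/well with tetracycline and held overnight at 30 C. After no-wash calcium dye loading, compound-evoked calcium rise over 180 s flagged agonists.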
# D1 antagonist – blocks dopamine activation of the human D1 receptor; P21728; HEK293 TREx D1 cells, calcium flux, dopamine EC80; stronger effect = lower value; activity change, negative = inhibition, % at 10 µM; actives 3.2% (n = 360,000); in the data active = activity change below about -30%; also: % is scaled to controls: 0 for no effect and ±100 for the full control effect
#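 Inducible Hek293 Trex D1 cells (tetracycline, overnight, 30 C). Calcium dye 30–90 min RT. Antagonist mode: EC80 dopamine added after 180 s compound read.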
# D2 potentiator – positive allosteric modulators of human D2 dopamine receptor | P14416 | HEK293 T-REx D2, calcium flux, EC20 dopamine potentiation | potentiation, % at 10 µM | actives 0.34% (n = 340,000) | AID 485347;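 active = potentiation over 3 SD above the plate norm, cut at about 30% in these data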; also: 0% is about no effect
#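 Tetracycline-induced Hek293 Trex D2 cells, force-coupled to calcium, loaded with no-wash calcium dye. Compound added with 180 s kinetic read for agonism, then EC20 dopamine and a further 180 s read for potentiation.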
# RXFP1 agonist – agonists of human relaxin receptor RXFP1; Q9HBX9; HEK293T-RXFP1 cAMP TR-FRET, 30 min; response scale: percent of porcine relaxin response, buffer zero; Potency, µM (titrated, usually from 57.5 µM), inactives show at the highest dose activation, hits mostly activators; actives 0.3% (n = 370,000); also: potency is read from the fitted curve at half-maximal effect; % is scaled to controls: 0 for no effect and ±100 for the full control effect; nearly all actives have a fitted effect of over 60% in size; many of its hits are not listed in these tables
#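 HEK293 cells stably expressing RXFP1, treated 30 min at 37C with compounds plus PDE4 inhibitor Ro 20174; cAMP measured by HTRF TR-FRET. Normalized to buffer and 29 nM porcine relaxin; EC50 by Hill fit.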
# GRP78 ERSR act – ER stress response induction in glioma; Potency, µM, for the others: at the top dose activation, hits mostly activators; actives 0.02% (n = 420,000); U87-MG GRP78 promoter luciferase reporter, 16 h; AID 602332; also: potency is read from the fitted curve at half-maximal effect; series mostly up to about 76 µM; % of control where 0% means no effect; nearly all actives have a fitted effect of over 35% in size
#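 Stably transfected U87-MG human glioma cells carrying a GRP78-based luminescent sensor were seeded at 1000 cells/well, pin-dosed with compounds and incubated 16 h. Luciferase reagent was then added, and end-point luminescence was read after 10 min at room temperature.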
# D1 potentiator – potentiators of human D1 dopamine receptor; AID 504651; P21728; actives 0.036% (n = 360,000); HEK293 TREx D1 cells, calcium flux, dopamine EC20 potentiation; potentiation, % at 10 µM; in the data active = potentiation above about 30%; also: 0% is about no effect
# Vif-APOBEC3F blk – blocks the Vif interaction with APOBEC3F. HeLa A3F-eYFP + Vif (tagged APOBEC3F with the HIV-1 protein that degrades it), YFP fluorescence increase. Potency, µM (highest dose often 46.1 µM), for inactives: top-dose activity, negative = active. actives 0.2% (n = 390,000). AID 602313; also: potency is read from the fitted curve at half-maximal effect; % of control where 0% means no effect; nearly all actives have a fitted effect of over 65% in size
#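 HeLa cells stably expressing Vif plus C-terminally eYFP-tagged A3F were seeded, incubated overnight at 37 deg C, dosed with compound, incubated overnight again at 37 deg C. Yellow fluorescence (Ex 488/Em 500-530) reported blocked Vif-mediated A3F-eYFP degradation.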
# LDHA block – LDHA (human) enzyme inhibition | P00338 | purified LDHA, NADH/diaphorase-resazurin fluorescence; stronger effect = lower value | activity change, % (values are at about 110 or 230 µM) | actives 0.15% (n = 480,000); in the data active = activity change below about -30%; inconclusive = mostly about -25% to -30%;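 also: plate controls were DMSO wells for no effect and wells without enzyme for full effect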
#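 Enzyme activity of human lactate dehydrogenase 5 (2 nM; 0.06 mM NADH, 0.2 mM pyruvate, 5 min, RT) is measured via a resazurin/diaphorase fluorescence readout of residual NADH.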
# Numbers without * were called inactive; ? = inconclusive; / = no result given; & = joins results of further samples. Unless noted, calls follow the shape of the dose curve; as a rule, active = well fitted curve in the direction sought with a large enough effect; inconclusive = small, poorly fitted or top-dose-only effect, or another doubt; inactive = no such curve, though single readings can be large; an effect the other way counts as inactive or inconclusive. An excerpt; count on the stated rates, not on these rows.
SMILES,Vif-APOBEC3G blk,D1 agonist,D1 antagonist,D2 potentiator,RXFP1 agonist,GRP78 ERSR act,D1 potentiator,Vif-APOBEC3F blk,LDHA block
CCN(CC)CCNC(=O)c1ccc2c(c1)NC(=O)C(CS(=O)(=O)Cc1cccc(Br)c1)N2 (configuration not stated),3%,-2,8,-9,1.4%,-3%,-3,0%,8
CCc1cccc(N(C(=O)c2csnn2)C(C(=O)NC2CCCCC2)c2cccnc2)c1 (configuration not stated),0%,5,6,6,4.1%,-5%,-5,-9%,-3
COc1ccc(OC)c(C(=O)c2ccc(C(=O)Nc3ccccc3)cc2)c1,1%,3,-11,-14,0.1%,0%,-6,-13%,-9
O=C(O)c1ccccc1-c1ncc(-c2ccccc2)o1,0%,/,/,/,/,8%,/,9%,-13
CC(C)CN(C(=O)COC(=O)Cc1ccc(Cl)cc1)c1c(N)n(Cc2ccccc2)c(=O)[nH]c1=O,?,8,-1,17,2.8%,-8%,1,5%,-4
CO/N=C/NC(=O)NOCc1c(Cl)cccc1Cl,0%,0,4,14,0.4%,-1%,-11,-14%,-6
O=C(CN1CCN(S(=O)(=O)c2ccc(Br)s2)CC1)NC1CCCCC1,2%,/,/,/,/,-5%,/,-9%,1
Cc1ccc(S(=O)(=O)NN2C(=O)c3ccccc3NC2(C)C)cc1,0%,2,-3,-4,-2.0%,-2%,-4,-8%,2
CCN1CCN(CC(=O)Nc2c(OC)cccc2OC)CC1,-3%,0,-6,1,0.4%,-6%,1,-10%,-31*
Cc1c(C(C)C)c(=O)n(-c2ccc(S(=O)(=O)NC3CCCCC3)cc2)n1C,0%,4,-52*,-9,1.5%,-5%,-4,14%,-4
COc1cc2nc(CN3C(=O)c4ccccc4C3=O)oc(=O)c2cc1OC,1%,0,-4,-3,2.3%,2%,0,0%,-4
CCN(CC)CCn1nc2c3c(cccc3c1=O)-c1ccccc1-2,10%,5,-7,0,6.2%,?,-3,2%,-2
O=C(CN1CCN(C(=O)c2ccc(-c3nc4ccccc4s3)o2)CC1)Nc1cccc(F)c1,-8%,/,/,/,/,2%,/,-10%,-9
Cc1csc(NC(=O)C2CCCN(S(=O)(=O)c3cnc[nH]3)C2)n1 (configuration not stated),3%,4,14,-7,-0.4%,0%,/,1%,-1
O=C(NCc1ccc2c(c1)OCO2)C(=O)NCC(c1ccco1)N1CCN(c2ccccc2)CC1 (configuration not stated),6%,5,3,1,1.6%,-4%,-4,-8%,-7
Cc1cc(C(=O)NCCCOC(C)C)c2ccccc2n1,1%,1,14,4,1.9%,-4%,-1,4%,-11&1
Cc1cc(C(=O)N2CCN(c3ccccn3)CC2)c(C)o1,-1%,-1,3,2,-0.2%,-6%,8,-1%,1
Cc1ccc(CNc2nc(N)c([N+](=O)[O-])c(NCCO)n2)cc1,0%,0,19,11,-0.6%,0%,0,-5%,-2
O=C(NCc1ccco1)c1nc(-c2ccccc2)n(-c2ccccc2)n1,0%,1,1,3,-1.7%,-6%,-2,-5%,1
CC(=O)Nc1ccccc1P(=O)(c1ccccc1)c1ccccc1OC(C)=O (configuration not stated),0%,1,9,-1,-1.2%,-4%,3,2%,-8
COC(=O)CC1=NN(c2ccccc2)C(=O)/C1=C\c1ccc(OC)cc1,-1%,6,0,2,-2.2%,-5%,-4,-21%,-3
CCOc1ccccc1NC(=O)C1CCN(S(=O)(=O)c2ccccc2)CC1,-1%,1,-24,-7,0.2%,-1%,-1,3%,-5
Cc1nc2c(sc(=S)n2Cc2ccco2)c(=O)n1CC(=O)Nc1ccccc1,0%,4,19,4,0.0%,0%,11,-23%,-2
COc1ccc2cc(CCNS(=O)(=O)c3c(C)cc(C)cc3C)c(=O)[nH]c2c1,-1%,3,-3,-10,0.1%,-3%,8,-6%,2
O=C(c1ccccc1)N1N=C(c2ccccc2)CC1c1ccccc1 (configuration not stated),0%,3,7,3,-1.8%,-3%,2,-22%,-3
C=CCn1c(SCC(=O)OCC)nc2cc(C(=O)NCc3ccco3)ccc2c1=O,-2%,-1,2,0,0.0%,0%,-2,-11%,-12
O=C(NCCS(=O)(=O)c1ccc(Br)cc1)c1c(F)cccc1F,-1%,2,14,-11,-0.8%,-4%,-3,5%,-1
O=C(c1ccc(Cn2c(=S)[nH]c3ccccc3c2=O)cc1)N1CCN(c2ccccn2)CC1,7%,4,-27,-6,0.2%,-3%,-4,-1%,-15
CC(C)(C)NC(=O)NC(=O)CN1CCN(C(c2ccccc2)c2ccccc2)CC1,-3%,2,-3,3,0.5%,-1%,4,18%,-16
O=C(Cc1ccc(Cl)cc1)NCCS(=O)(=O)N1CCN(c2ccccc2F)CC1,?,0,-8,-1,-0.1%,-3%,-1,3%,-6
CCc1ncc(C(O)c2ccc(Cl)cc2)n1Cc1ccccc1 (configuration not stated),3%,/,/,/,/,-2%,/,-2%,-13
O=C(c1ccc(Cl)cc1)C1CCCN(Cc2cccn2-c2cccnc2)C1 (configuration not stated),-2%,0,6,14,0.4%,-2%,-6,-5%,-8
CN(CC(=O)NCc1ccccc1Cl)S(=O)(=O)c1ccc2c(c1)n(C)c(=O)c(=O)n2C,-1%,2,7,7,12%,-7%,2,0%,-14
Cc1nn(-c2ccccn2)c2c1C(=O)CC(C)(C)C2N=[N+]=[N-] (configuration not stated),-5%,/,/,/,/,-1%,/,-16%,-6
O=c1cc(CCc2ccccc2)oc2cccc(O)c12,-3%,/,/,/,/,2%,/,4%,6
COc1ccc(CCNC(=O)CSc2nn(-c3ccccc3)c(=S)s2)cc1,-2%,7,-5,-5,1.9%,-2%,0,8%,-3
CCCCCSc1nc2c(cnn2-c2ccccc2)c(=O)[nH]1,-1%,3,0,-9,1.9%,-3%,0,/,0
CC(C)(C)OC(=O)N1CCOCCOCCN(C(=O)OC(C)(C)C)CCOCCOCC1,-6%,4,-6,0,-1.4%,-4%,-3,/,0
COc1ccccc1NC(=O)c1cc(Cl)nc2ccccc12,-19%,1,5,5,-0.1%,5%,-4,-13%,-6
O=C(CCNC(=O)c1ccccc1Cl)Nc1ccc(S(=O)(=O)Nc2nccs2)cc1,0%,/,/,/,/,-2%,/,14%,-8

# Structures above with fluorine, in the order listed:
SMILES,Vif-APOBEC3G blk,D1 agonist,D1 antagonist,D2 potentiator,RXFP1 agonist,GRP78 ERSR act,D1 potentiator,Vif-APOBEC3F blk,LDHA block
O=C(CN1CCN(C(=O)c2ccc(-c3nc4ccccc4s3)o2)CC1)Nc1cccc(F)c1,-8%,/,/,/,/,2%,/,-10%,-9
O=C(NCCS(=O)(=O)c1ccc(Br)cc1)c1c(F)cccc1F,-1%,2,14,-11,-0.8%,-4%,-3,5%,-1
O=C(Cc1ccc(Cl)cc1)NCCS(=O)(=O)N1CCN(c2ccccc2F)CC1,?,0,-8,-1,-0.1%,-3%,-1,3%,-6

# Following part
SMILES,Vif-APOBEC3G blk,D1 agonist,D1 antagonist,D2 potentiator,RXFP1 agonist,GRP78 ERSR act,D1 potentiator,Vif-APOBEC3F blk,LDHA block
CCN(CC)CCN(C(=O)c1ccc([N+](=O)[O-])cc1)c1nc2ccc(OC)cc2s1,4%,3,-8,-9,3.5%,1%,-2,-19%,0
CN(Cc1nc(-c2cnccn2)no1)Cc1n[nH]c2c1CCCC2,1%,2,-23,-15,2.9%,0%,-5,3%,-4
O=C(NCc1ccccc1Cl)c1ccc2c(c1)NC(=O)C(CS(=O)(=O)Cc1ccc(Cl)cc1)N2 (configuration not stated),-6%,-4,3,6,-0.5%,0%,0,-4%,-2
O=C(COc1ccc(-n2cnnn2)cc1)Nc1ccccc1Cl,4%,7,11,17,0.0%,-6%,-4,0%,-2
CC(C)CC(NC(=O)OC(C)(C)C)c1cn([C@@H](CCC(=O)OC(C)(C)C)C(=O)N2CCN(C(=O)OC(C)(C)C)CC2)nn1 (some centres not stated),3%,-1,9,3,0.7%,-4%,4,4%,-5
CC(=O)Nc1cc(NC(C)=O)c2nc(N)sc2c1,2%,2,14,-13,-0.9%,-6%,2,1%,11
CCOc1ccccc1C(=O)NC1(C(F)(F)F)NC(=O)N(CCc2ccc(OC)c(OC)c2)C1=O (configuration not stated),4%,0,12,6,-3.4%,-2%,-4,-4%,4
CCOC(=O)CC(=O)CSc1nc2c(C)c(C)ccc2cc1C,-1%,4,8,-1,14%,-3%,0,7%,0
N#Cc1ccccc1OCC(=O)Nc1cc(S(=O)(=O)N2CCCCC2)ccc1N1CCOCC1,0%,/,/,/,/,3%,/,1%,-9
COc1ccc(-c2cc3ccc(OCC(N)=O)cc3oc2=O)cc1OC,1%,2,7,4,16%,-4%,-2,-3%,-6
COc1ccc(C(=O)NCC(c2ccco2)S(=O)(=O)c2cccs2)cc1OC (configuration not stated),6%,10,/,-5,0.3%,-1%,-2,2%,0

# Entries listed so far that contain bromine:
SMILES,Vif-APOBEC3G blk,D1 agonist,D1 antagonist,D2 potentiator,RXFP1 agonist,GRP78 ERSR act,D1 potentiator,Vif-APOBEC3F blk,LDHA block
CCN(CC)CCNC(=O)c1ccc2c(c1)NC(=O)C(CS(=O)(=O)Cc1cccc(Br)c1)N2 (configuration not stated),3%,-2,8,-9,1.4%,-3%,-3,0%,8
O=C(CN1CCN(S(=O)(=O)c2ccc(Br)s2)CC1)NC1CCCCC1,2%,/,/,/,/,-5%,/,-9%,1
O=C(NCCS(=O)(=O)c1ccc(Br)cc1)c1c(F)cccc1F,-1%,2,14,-11,-0.8%,-4%,-3,5%,-1

# Assay outcomes as filed in PubChem.
